M5 ag = agonists of human muscarinic M5 receptor (CHRM5) | P08912 | CHO-K1 hM5 cells, Fluo-8 calcium fluorescence; 0% DMSO wells, 100% maximal acetylcholine response | activation, % at 3 µM | actives 0.19% (n = 360,000) | AID 624037;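 active means activation above the run's mean over test compounds plus 3 SD, cut at about 23% in these data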;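 further: signal is peak over basal fluorescence ratio across the kinetic read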
IDE cell inh = cellular human IDE inhibition. HEK cells, FAbetaB cleavage, fluorescence polarization. inhibition, % at 5.59 µM. actives 0.41% (n = 320,000);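 active means percent inhibition above the average of all tested compounds plus 3 SD, set per screening campaign, cut at about 16% in these data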;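 further: IDE supplied by intact live HEK cells; FP after avidin binding of uncleaved biotin substrate so inhibition keeps polarization high; 0% = DMSO wells and 100% = 60 µM reference IDE inhibitor Ii1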
Target sequence (P14735 whole entry, looked up): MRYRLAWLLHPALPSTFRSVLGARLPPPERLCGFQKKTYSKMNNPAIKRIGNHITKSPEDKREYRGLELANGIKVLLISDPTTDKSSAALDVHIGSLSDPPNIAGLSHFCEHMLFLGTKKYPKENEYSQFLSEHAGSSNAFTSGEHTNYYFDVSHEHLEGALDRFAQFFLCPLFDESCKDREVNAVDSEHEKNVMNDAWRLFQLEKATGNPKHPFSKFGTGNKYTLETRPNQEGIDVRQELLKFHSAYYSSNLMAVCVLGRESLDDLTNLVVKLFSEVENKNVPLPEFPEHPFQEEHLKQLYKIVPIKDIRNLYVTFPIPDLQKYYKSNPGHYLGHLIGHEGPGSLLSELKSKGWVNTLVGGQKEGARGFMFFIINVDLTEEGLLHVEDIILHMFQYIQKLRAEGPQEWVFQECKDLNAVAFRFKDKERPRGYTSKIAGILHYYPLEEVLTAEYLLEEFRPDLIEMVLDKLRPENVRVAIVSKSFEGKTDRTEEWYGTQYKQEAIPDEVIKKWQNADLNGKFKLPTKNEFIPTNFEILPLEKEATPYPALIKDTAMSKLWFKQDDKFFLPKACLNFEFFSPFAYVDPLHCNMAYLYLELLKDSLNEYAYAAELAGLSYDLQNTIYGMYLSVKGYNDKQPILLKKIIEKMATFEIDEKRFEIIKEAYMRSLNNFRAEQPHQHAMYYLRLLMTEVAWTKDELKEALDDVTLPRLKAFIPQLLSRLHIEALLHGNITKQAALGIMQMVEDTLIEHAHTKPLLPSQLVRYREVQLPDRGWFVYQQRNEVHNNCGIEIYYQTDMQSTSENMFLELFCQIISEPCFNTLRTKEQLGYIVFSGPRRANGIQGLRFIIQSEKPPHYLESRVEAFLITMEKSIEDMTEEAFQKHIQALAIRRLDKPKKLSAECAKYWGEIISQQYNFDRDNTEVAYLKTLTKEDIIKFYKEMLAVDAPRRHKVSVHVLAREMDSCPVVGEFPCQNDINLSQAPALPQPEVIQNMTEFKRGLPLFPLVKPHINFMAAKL
CRFR2-BP ag = CRF-BP/CRF-R2 complex agonism. HEK293 CRF-R2/CRF-BP, calcium dye fluorescence (FLIPR); percent of saturating CRF peptide response. activation, % at 13.2 µM. actives 0.46% (n = 350,000). AID 588473;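 active means activation of at least 50%, plus an integration ratio under a set limit after plate pattern correction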;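 further: plate controls were neutral control wells without compound for no effect and CRF at EC100 for full effect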
M4 ag = agonists of human muscarinic M4 receptor (CHRM4) | P08173 | CHO-K1 hM4/Gqi5, Fluo-8 calcium fluorescence; vehicle 0%, full acetylcholine response 100% | activation, % at 3 µM | actives 0.14% (n = 360,000) | AID 624127;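 active means activation above the run mean over all test wells plus 3 SD, cut at about 32% in these data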;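 further: peak over basal fluorescence ratio per well then scaled between controls; 0% = DMSO wells and 100% = acetylcholine at EC100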
CHRM5 antagonist = blocks acetylcholine activation of human M5 receptor | actives 0.59% (n = 360,000) | inhibition, % at 3 µM | CHO-hM5 cells, Fluo-8 calcium fluorescence, ACh EC80 | P08912;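 active means inhibition above a per-plate cutoff, the mean of that plate's test compounds plus 3 SD, cut at about 27% in these data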;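 further: 0% = acetylcholine EC80 with DMSO and 100% = DMSO without agonist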
CHRM4 antagonist = blocks acetylcholine activation of human M4 receptor | P08173 | inhibition, % at 3 µM | AID 624125 | CHO-hM4 cells, ACh EC80, Fluo-8 calcium fluorescence | actives 0.73% (n = 360,000);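 active means inhibition above its plate's cutoff, the mean inhibition of sample wells plus 3 SD, cut at about 27% in these data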;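 further: 0% = acetylcholine EC80 with DMSO and 100% = DMSO without agonist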
CHRM4 PAM = CHRM4 positive allosteric modulation; CHO-K1 hM4/Gqi5, Fluo-8 calcium fluorescence, ACh EC20; 0% = ACh EC20, 100% = maximal ACh; activation, % at 3 µM; actives 0.4% (n = 360,000); P08173; AID 624126;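 active means activation above its plate's cutoff, the mean activation of sample wells plus 3 SD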; further: some results filed as inactive read as strong as hits
M5 PAM = positive allosteric modulators of human muscarinic M5 receptor; P08912; CHO-K1 hM5, Fluo-8 calcium, ACh EC20 PAM; 0% = ACh EC20, 100% = ACh EC100; activation, % at 3 µM; actives 0.3% (n = 360,000);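 active means activation above the run cutoff, the mean activation of all test compounds plus 3 SD, cut at about 18% in these data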
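Test system: CHO-K1 hM5 cells / Doses: single-point, 3 µM nominal / Times: Post-acetylcholine fluorescence recording 140 s / Technique: Fluo-8 calcium fluorescence / Measure: Max/basal fluorescence ratio as % of EC20–EC100 ACh window / Benchmarks: low control EC20 acetylcholine (0%), high control EC100 acetylcholine (100%) / Replicates: one well per compound, no replicates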
CRFBP-R2 block = CRF-BP/CRF-R2 complex antagonism. HEK293 CRF-R2/CRF-BP, CRF-induced calcium fluorescence. inhibition, % at 11.8 µM. actives 0.59% (n = 350,000). AID 588475;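 active means inhibition of the ligand-induced calcium signal above about 50% at the single tested concentration, limit read from the data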
An asterisk follows results filed as active; . = not tested or not shown; & = joins results of further samples. Not a hit list. About 2.9% of those tested had a hit in this group.

No.	SMILES	M5 ag	IDE cell inh	CRFR2-BP ag	M4 ag	CHRM5 antagonist	CHRM4 antagonist	CHRM4 PAM	M5 PAM	CRFBP-R2 block
1	CCOc1ccc(CCN2C(=S)N([C@@H](Cc3ccccc3)CN3CCC[C@@H]3CN3C(=S)NC[C@@H]3CC(C)C)C[C@@H]2Cc2ccccc2)cc1	-1	.	.	0	-6	-5	9	3	.
2	Cc1ccc2nc(NC(=O)c3ccc(S(=O)(=O)N4CCCc5ccccc54)cc3)sc2c1	0	0	1.8	2	12	-5	7	-7	2
3	c1ccc(OCCn2c(-c3ccco3)nc3ccccc32)cc1	-2	-2	-0.8	4	4	1	1	-3	14
4	COc1cc(NC(=O)CSc2ncccc2C(=O)OC(C)C)cc(OC)c1	0	1	-4.8	4	4	-19	-3	-8	-18
5	O=C(CNC(=O)c1ccco1)N=Nc1c(O)[nH]c2ccc([N+](=O)[O-])cc12	-3	1	-1.3	0	1	2	-4	2	5
6	Cc1ccccc1-c1nsc(SCC(=O)NCc2ccc3c(c2)OCO3)n1	-3	11	-2.4	0	11	-12	11	-3	6
7	CC(=O)c1nc(N2C(=O)CC(Cc3ccccc3)C2=O)sc1C (configuration not stated)	1	7	-0.4	1	-4	-3	-1	-2	-36
8	CC(C)Cc1cc(C(=O)NCc2cccs2)no1	-2	5	-2.4	5	2	-17	-1	-7	8
9	O=C(N/N=C/c1ccncc1)c1ccc(NC(=O)c2ccc(Cl)cc2)cc1	1	-2	0.4	4	0	9	-7	0	-7
10	Cc1cc(C)n(C(=O)c2c([N+](=O)[O-])cnn2C)n1	-1	-1	-1.4	1	-7	-3	9	0	-5
11	CC1CCCCC1NC(=O)COC(=O)c1ccc2c(c1Cl)C(=O)c1ccccc1C2=O (configuration not stated)	-2	-3	-2.3	4	4	-7	7	-9	-11
12	Cc1nc(-c2ccccc2)sc1C(=O)NN	0	-1	2.4	1	-1	-10	4	-1	-10
13	Cc1cccc(C(=O)OCc2cc(=O)oc3c(C)c(C)ccc23)c1O	0	5	2.0	1	-1	-7	2	3	-8
14	CCCCCCSc1cc(-c2nc3ccc(C)cn3c2NCc2ccccc2)ccc1OC	-2&0	0	1.3	4&6	11&0	-4&-1	2&-5	-15&-5	7
15	CCOC(=O)c1cnc2c(c(C)nn2CC)c1NCCN1CCOCC1	-1	5	-1.1	2	12	-8	10	4	-13
16	COc1ccc(CC(NC(C)=O)C(=O)NC2CCN(S(=O)(=O)c3ccc(NC(C)=O)cc3)CC2)c(OC)c1 (configuration not stated)	-3	1	-1.8	0	8	-1	1	-1	1
17	Cc1c(N=Nc2c(-c3ccc([N+](=O)[O-])cc3)[nH]n(C(N)=S)c2=O)cccc1[N+](=O)[O-]	0	.	42	2	11	-3	-2	-4	66*
18	COc1ccc(S(=O)(=O)N2CCCCCC2)cc1C(=O)NCCc1ccc(F)cc1	-5	3	1.0	2	-4	-8	-1	-5	-6
19	COc1ccc(S(=O)(=O)N2CCN(CC(=O)Nc3ccc(F)c(F)c3)CC2)cc1	0	1	0.0	4	-5	1	-2	-7	6
20	Cc1ccc(CNC(=O)CCS(=O)(=O)c2ccc3c(c2)NC(=O)CS3)cc1	-3	1	1.6	2	0	-4	0	-1	-2
21	Cn1c(-c2sc(=S)n(-c3ccccc3)c2N)nc2ccccc21	-5	-7	-0.6	1	0	-2	5	3	3
22	CCCc1nnc(NC(=O)CSc2nnc(-c3ccco3)n2C)s1	-1	-3	-0.8	1	2	-20	4	5	2
23	OC(CN1CCCCC1)Cn1c(C(F)(F)F)nc2ccccc21 (configuration not stated)	-2	0	3.2	0	-8	4	7	-4	-34
24	O=C(Cc1nnc(NC(=O)Nc2ccccc2)s1)Nc1ccccc1	0	0	-0.5	1	0	5	-2	3	10
25	COc1ccc(/C=C/c2nc3sc4c(c3c(=O)o2)CCC4)cc1	-1	0	36	3	-5	-3	4	3	-25
26	CCOc1ccc(C(=O)c2cc3ccc(O)cc3oc2=O)cc1	-1	0	7.8	1	1	-8	3	4	16
27	O=C(NCCc1ccccc1)c1c(F)cccc1F	-1	0	2.2	1	-9	1	-1	5	13
28	CCNC(=O)n1nccc1C(C)Oc1ccc(Cl)cc1 (configuration not stated)	-6	-4	1.8	-3	-1	-10	0	1	17
29	Cc1c(C(=O)OC(C)C)[nH]c2c1C(=O)CCC2	1	0	0.2	0	3	-2	-5	-5	1
30	CCCc1nc2c(=O)n(C)c(=O)[nH]c2n1C	-1	1	4.8	0	16	5	2	-4	4
31	COc1ccc(C(=O)NC2CCCCCC2)cc1S(=O)(=O)N1CCOCC1	2	-3	-4.4	4	-7	-12	3	-5	22
32	CCOC(=O)C1CCN(C(=O)c2cccc(Cl)c2)CC1	3	2	0.8	1	-6	3	3	-1	11
33	O=c1c2ccccc2oc2nc(C3CCCCC3)n(Cc3ccco3)c(=O)c12	-3	-5	-1.5	-1	5	8	1	7	-31
34	CC(=O)c1ccc2noc(-c3ccc(F)cc3)c2c1	0	3	9.8	0	-3	-2	-4	-6	-12
35	COc1ccc(N2CC(C(=O)NCc3n[nH]c(=O)c4ccccc34)CC2=O)cc1 (configuration not stated)	-1	.	1.2	0	1	4	15	-1	16
36	COc1cc(CNc2nc3c(C)cc(C)cc3s2)ccc1O	-3	1	-5.4	3	8	-3	0	-5	-30
37	Cc1ccc([N+](=O)[O-])cc1NC(=O)C(C)NS(=O)(=O)c1ccc(F)cc1 (configuration not stated)	6	0	0.1	5	-21	4	4	10	-4
38	Cc1ccc(C(=O)OC(C)C(=O)N(C)C2CCCCC2)cc1S(=O)(=O)N1CCCCC1 (configuration not stated)	-2	-1	1.1	4	7	8	-3	-7	0
39	CCOc1cc2[nH]c(=O)n(CCCC(=O)NCc3ccc(OC)cc3)c(=O)c2cc1OCC	0	0	1.7	0	2	-1	2	-3	2
40	CC1=NN(c2nc(-c3ccc(C)cc3)cs2)C(=O)C1N=Nc1cccc(O)c1 (configuration not stated)	1	0	-1.6	3	-6	-7	2	-13	13
41	Cc1cc([N+](=O)[O-])nn1Cc1ccc(C(=O)N/N=C/c2ccc(F)cc2)cc1	-3	4	0.6	2	10	-5	-3	0	12
42	CCN(Cc1ccccc1)C(=O)COC(=O)c1cc(=O)[nH]c2ccccc12	4	-1	-2.0	7	2	-11	1	6	-17
43	CC(C)(C)OC(=O)C[C@H]1C/C=C\C[C@H](CC(=O)NCCO)C(=O)NCCOC1=O	7	0	1.1	2	-2	2	17	11	1
44	COc1ccccc1N(CC(=O)NC1CCCCC1)S(=O)(=O)c1ccccc1	-4	5	-0.3	3	3	-9	-6	0	3
45	COc1ccc(CCN(C)C(=O)c2ccc(S(=O)(=O)Nc3ccccc3F)cc2)cc1OC	-2	-2	1.0	1	-1	-9	-3	-3	-11
46	COc1cccc(NC(=O)c2cn(C)c(=O)c3cc(OC)c(OC)cc23)c1	-1	2	-1.5	2	1	-5	4	-4	-4
47	CCN(c1ccccc1)S(=O)(=O)c1ccc(OC)c(NC(=O)c2cccs2)c1	-1	0	-1.7	2	4	-2	-1	0	12
48	CC1CCN(C(=O)CN2C(=O)NC(c3ccccc3)(c3ccccc3)C2=O)CC1	5	-1	0.9	2	5	-1	4	-3	-7
49	Cc1cc(-c2csc(NCc3ccccc3)n2)c(C)n1C	5	.	2.8	3	6	-5	13	3	-9
50	OCC(O)/C=N/Nc1nc2ccccc2s1 (configuration not stated)	2	1	-0.8	1	-11	-7	5	5	20
51	COC(=O)c1cccc(S(=O)(=O)N2CCC(c3nc4ccccc4o3)CC2)c1	4	2	1.1	2	-2	3	1	1	-4
52	O=C(/C=C/c1ccc(Cl)cc1Cl)NC(=S)Nc1ccc(CN2CCOCC2)cc1	-4	0	1.0	1	1	0	8	-9	-71
53	CCCCn1c(SCC(=O)NCc2ccco2)nc2ccc(N3CCOCC3)cc2c1=O	-2	-2	-0.4	3	11	-7	-6	-10	-1
54	C[C@@]12C(=O)Nc3ccc(Br)cc3C(=O)N1[C@H]1c3ccccc3OC[C@@H]1[C@@H]2c1ccccc1	3	4	1.4	2	15	35*	-9	-21	8
55	COCCCNS(=O)(=O)c1ccc(SC)cc1	-1	6	-8.7	1	2	-2	5	1	17
56	CN(C)c1ccc(/C=N/N(Cc2ccccc2)c2ccccc2)cc1	0	-1	-0.2	1	-5	-3	6	-1	5
57	CN(Cc1c(F)cccc1Cl)C(=O)C1CC(=O)N(CCc2ccccc2)C1 (configuration not stated)	-1	9	0.7	2	2	0	1	1	-8

Not a retest: an excerpt of the list.
No.	SMILES	M5 ag	IDE cell inh	CRFR2-BP ag	M4 ag	CHRM5 antagonist	CHRM4 antagonist	CHRM4 PAM	M5 PAM	CRFBP-R2 block
31	COc1ccc(C(=O)NC2CCCCCC2)cc1S(=O)(=O)N1CCOCC1	2	-3	-4.4	4	-7	-12	3	-5	22
32	CCOC(=O)C1CCN(C(=O)c2cccc(Cl)c2)CC1	3	2	0.8	1	-6	3	3	-1	11
33	O=c1c2ccccc2oc2nc(C3CCCCC3)n(Cc3ccco3)c(=O)c12	-3	-5	-1.5	-1	5	8	1	7	-31
34	CC(=O)c1ccc2noc(-c3ccc(F)cc3)c2c1	0	3	9.8	0	-3	-2	-4	-6	-12
35	COc1ccc(N2CC(C(=O)NCc3n[nH]c(=O)c4ccccc34)CC2=O)cc1 (configuration not stated)	-1	.	1.2	0	1	4	15	-1	16
36	COc1cc(CNc2nc3c(C)cc(C)cc3s2)ccc1O	-3	1	-5.4	3	8	-3	0	-5	-30
37	Cc1ccc([N+](=O)[O-])cc1NC(=O)C(C)NS(=O)(=O)c1ccc(F)cc1 (configuration not stated)	6	0	0.1	5	-21	4	4	10	-4
38	Cc1ccc(C(=O)OC(C)C(=O)N(C)C2CCCCC2)cc1S(=O)(=O)N1CCCCC1 (configuration not stated)	-2	-1	1.1	4	7	8	-3	-7	0
39	CCOc1cc2[nH]c(=O)n(CCCC(=O)NCc3ccc(OC)cc3)c(=O)c2cc1OCC	0	0	1.7	0	2	-1	2	-3	2
40	CC1=NN(c2nc(-c3ccc(C)cc3)cs2)C(=O)C1N=Nc1cccc(O)c1 (configuration not stated)	1	0	-1.6	3	-6	-7	2	-13	13
41	Cc1cc([N+](=O)[O-])nn1Cc1ccc(C(=O)N/N=C/c2ccc(F)cc2)cc1	-3	4	0.6	2	10	-5	-3	0	12

Bioassay records (PubChem BioAssay)
